Compound activity (PubChem)
TRHR agonist – qHTS for Small Molecule Agonists and Allosteric Enhancers of Human TRH Receptor: Primary Screen for Agonists | Thyrotropin-releasing hormone receptor (Homo sapiens), P34981 | TRHR cells, calcium flux fluo-8, FDSS agonist mode | activation, % at 2 µM | 360,000 compounds, 0.18% hits; also: 0% is about no effect
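Fluo-8-loaded TRHR cells; 10 s baseline, compound added, kinetic Ca2+ fluorescence read 1/s, agonist mode.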
D2 agonist – HTS Assay for Allosteric Agonists of the Human D2 Dopamine Receptor: Primary Screen for Agonists. activation, % at 2 µM. D(2) dopamine receptor (Homo sapiens), P14416. AID 485358, 2010. HEK293 T-REx D2 cells, calcium flux agonist mode. 340,000 compounds, 0.53% hits;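 active = activation over 3 SD above normal in the single-dose calcium agonist read, cut at about 30% in these data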; also: 0% is about no effect
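Agonism is scored from calcium flux in a force-coupled, inducible HEK293 cell line expressing D2, read kinetically for 180 s after compound addition against dopamine controls.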
TRHR enhancer – qHTS for Small Molecule Agonists and Allosteric Enhancers of Human TRH Receptor: Primary Screen for Enhancers; Thyrotropin-releasing hormone receptor (Homo sapiens), P34981; TRHR cells, fluo-8 calcium fluorescence, EC20 TRH enhancement; enhancement, % at 2 µM; 360,000 compounds, 0.66% hits; AID 493056, 2011; in the data active = enhancement above about 30%; also: 0% is about no effect
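Enhancer read-out: after compound pinning and an initial kinetic agonist-mode read, an EC20 of TRH (10 nM final) was injected and fluo-8 calcium signal (Ex 480/Em 530) followed at 1 s/cycle for 100 cycles in TRHR-expressing cells.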
D2 PAM – HTS Assay for Positive Allosteric Modulators of the Human D2 Dopamine Receptor: Primary Screen for Potentiators. 340,000 compounds, 0.34% hits. HEK293 T-REx D2, calcium flux, EC20 dopamine potentiation. potentiation, % at 10 µM. D(2) dopamine receptor (Homo sapiens), P14416. AID 485347, 2010;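 active = potentiation over 3 SD above the plate norm, cut at about 30% in these data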; also: 0% is about no effect
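Using a no-wash calcium dye in inducible, force-coupled HEK293 Trex cells expressing D2, we tracked fluorescence each second for 180 s after compound, then for 180 s after EC20 dopamine to detect augmented signalling.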
D2 antagonist – HTS Assay for Allosteric Antagonists of the Human D2 Dopamine Receptor: Primary Screen for Antagonists | D(2) dopamine receptor (Homo sapiens), P14416 | HEK293 TREx D2 cells, calcium flux, dopamine EC80 | 340,000 compounds, 2% hits | AID 485344, 2010 | inhibition, % at 10 µM; in the data active = inhibition above about 30%; also: 0% is about no effect
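In this primary screen, negative modulation is detected by tracking calcium flux after an EC80 dopamine challenge in inducible HEK293 T-REx D2 cells preexposed to test compound for 180 s.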
D1 ag – Allosteric Agonists of the Human D1 Dopamine Receptor: qHTS; D(1A) dopamine receptor (Homo sapiens), P21728; HEK293 T-REx D1 cells, calcium flux, agonist mode; activation, % at 2 µM; 360,000 compounds, 1% hits; AID 504660, 2011; also: 0% is about no effect
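Inducible HEK293 T-REx D1 cells, force-coupled to calcium signalling, were plated at 4000 cells/well with tetracycline and held overnight at 30 C. After no-wash calcium dye loading, compound-evoked calcium rise over 180 s flagged agonists.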
D1 antag – Antagonist of Human D 1 Dopamine Receptor: qHTS; HEK293 TREx D1 cells, calcium flux, dopamine EC80; active compounds read low; activity change, negative = inhibition, % at 10 µM; 360,000 compounds, 3.2% hits; AID 504652, 2011; in the data active = activity change below about -30%; also: % is scaled to controls: 0 for no effect and ±100 for the full control effect
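After overnight tetracycline induction at 30 C, force-coupled D1 HEK293 cells took up a no-wash calcium dye at room temperature. Compounds were added and monitored 180 s, and the response to EC80 dopamine was then recorded.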
RXFP1 antag – qHTS Assay for Antagonists of the Relaxin Receptor RXFP1; HEK293-RXFP1, relaxin-stimulated cAMP HTRF, 30 min; active compounds read low; activity change, negative = inhibition, % at 57.5 µM; 350,000 compounds, 0.59% hits;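 active = activity change of -60% or lower, but not beyond a set lower limit; inconclusive = change between -60% and -40%, or beyond the set limit; inactive = change above -40%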; also: % is scaled to controls: 0 for no effect and ±100 for the full control effect
Target sequence (Q9HBX9 whole entry, looked up): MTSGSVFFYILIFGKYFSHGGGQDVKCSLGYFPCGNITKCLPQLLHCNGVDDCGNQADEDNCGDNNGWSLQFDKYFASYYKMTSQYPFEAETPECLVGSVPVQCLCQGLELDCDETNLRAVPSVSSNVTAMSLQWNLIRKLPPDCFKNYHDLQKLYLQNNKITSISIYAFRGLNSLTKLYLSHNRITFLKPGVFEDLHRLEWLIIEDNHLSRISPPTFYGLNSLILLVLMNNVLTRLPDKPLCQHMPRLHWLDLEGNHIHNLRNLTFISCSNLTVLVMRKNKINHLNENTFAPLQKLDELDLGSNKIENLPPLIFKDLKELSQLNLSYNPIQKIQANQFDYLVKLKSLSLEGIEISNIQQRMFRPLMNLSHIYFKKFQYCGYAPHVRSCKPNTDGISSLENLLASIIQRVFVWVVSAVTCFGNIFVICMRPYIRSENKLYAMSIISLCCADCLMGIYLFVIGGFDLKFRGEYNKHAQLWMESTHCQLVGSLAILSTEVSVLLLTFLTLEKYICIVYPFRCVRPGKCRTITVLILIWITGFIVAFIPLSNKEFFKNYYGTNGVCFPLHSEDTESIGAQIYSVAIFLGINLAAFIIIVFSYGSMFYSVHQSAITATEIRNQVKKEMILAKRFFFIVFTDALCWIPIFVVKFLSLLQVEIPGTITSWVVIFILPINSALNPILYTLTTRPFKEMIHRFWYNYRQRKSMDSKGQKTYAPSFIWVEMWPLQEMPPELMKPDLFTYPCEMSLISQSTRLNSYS
D1 potentiator – Potentiators of Human D1 Dopamine Receptor: qHTS; D(1A) dopamine receptor (Homo sapiens), P21728; HEK293 TREx D1 cells, calcium flux, dopamine EC20 potentiation; potentiation, % at 10 µM; 360,000 compounds, 0.036% hits; AID 504651, 2011; in the data active = potentiation above about 30%; also: 0% is about no effect
* marks the source's active call; other numbers are inactive results; ? = inconclusive; / = not tested or not shown; & = joins results of further samples. Rule as the data show it, unless noted: active = activation above about 30%; inactive = the rest.

Molecule,D2 PAM,D2 antagonist,TRHR enhancer,TRHR agonist,D2 agonist,RXFP1 antag,D1 ag,D1 potentiator,D1 antag
O=C(CNS(=O)(=O)c1cccs1)N1CCCC1,-4,-19,7,0.3,0.5,-8,0,-1,-4
CCOC(=O)N1CCN(C(=O)CN(c2ccc(OC)cc2)S(C)(=O)=O)CC1,3,-12,13,0.3,-0.5,-7,2,-3,-2
CCCCN=C1NN=C(c2cccc([N+](=O)[O-])c2)CS1,0,-5,4,-0.1,0.8,-12,0,1,-5
Cc1cccc(NC(=O)CSc2cccc3cccnc23)c1,3,-5,-3,27,-0.2,17,4,-1,-11
CN(CC(=O)Nc1ccccc1C(F)(F)F)C(=O)C1CCN(C(=O)c2ccc(Cl)cc2)CC1,6,10,-8,-0.2,-0.2,4,3,0,-12
O=C(Cn1ncc2c3ccccc3n(Cc3ccccc3F)c2c1=O)NC1CC1,13,-16,5,0.2,-1.4,21,1,-4,7
CCOCCCn1c(SCC(=O)OCC)nc2c(sc3ccccc32)c1=O,-3,/,0,0.1,0.5,-14,4,-2,-10
Cc1c(C(C)C)c(=O)n(-c2ccc(S(=O)(=O)NC3CC3)cc2)n1C,16,5,-6,-0.2,-0.2,-8,6,-1,0
Cc1nc2ncnn2c(C)c1CCC(=O)NCc1ccc2c(c1)OCO2,20,2,17,0.0,-1.1,10,1,3,1
COc1ccc(OC)c(NC(=S)N2CCCC2)c1,-1,-5,9,0.4,0.1,3,1,-3,2
CCC(=O)Oc1ccc(C(=O)Nc2ccc([N+](=O)[O-])cc2)cc1,-5,-8,-6,1.9,-2.0,-3,4,-3,-19
CC(NC(=O)CCn1c(=S)[nH]c2ccsc2c1=O)c1ccccc1 (centres undefined),16,-1,8,-0.1,0.2,?,0,-15,-11
CCOC(=O)c1[nH]c(C)c(C(=O)N2CCN(c3ccccc3)CC2)c1C,-5,23,-7,-0.9,31*,-5,4,-5,-11
CC1Cn2c(nc3sc4c(c3c2=O)CCC4)N1CCO (centres undefined),0,-6,7,-0.2,-0.2,-1,6,-3,3
Cn1c(=O)c2c(ncn2CC(=O)N/N=C/c2cn[nH]c2-c2ccc(F)cc2)n(C)c1=O,6,-6,4,0.4,2.1,3,2,-1,8
O=C(/C=C/c1ccc(Cl)cc1Cl)c1cccnc1,12,-12,1,-0.7,-0.2,?,1,-4,-3
COc1cc(OC)cc(OC(=O)c2cccc(S(=O)(=O)N3CCN(C)CC3)c2)c1,4,24,-2,0.1,-0.9,12,5,-5,-10
Cc1ccc(C(=O)OCCN2CCN(c3ncc(C(F)(F)F)cc3Cl)CC2)cc1,/,/,-2,0.0,/,-1,4,-5,-2
CC(C)OC(=O)c1cc2c(ccn2-c2ccc(F)cc2)n1CC(=O)N1CCN(C(=O)c2ccco2)CC1,-18,-6,1,0.5,22,1,0,-1,10
CC(C)CC(=O)NN1CCCCC1,-10,5,4,1.4,0.5,-11,4,-2,9
COC(=O)CSc1[nH]c2ccc(F)cc2c1[N+](=O)[O-],17,24,1,0.1,-0.1,?,1,4,21
COc1ccc(S(=O)(=O)N2CCCCCC2)cc1C(=O)N(C)Cc1cccc(OC)c1OC,1,13,-7,-0.3,0.1,4,7,-6,10
Cc1cccc(/C=N/NC(=O)c2cc(-c3cccnc3)nc3ccccc23)c1,6,9,-5,-0.9,-1.3,-2,-3,-1,-1
CCn1cnc2scc(-c3ccc(C)c(C)c3)c2c1=O,15,17,7,-2.6,-2.8,2,3,-1,5
COc1ccc2oc(-c3ccc(C)c(NC(=O)c4ccc(-c5ccccc5[N+](=O)[O-])o4)c3)nc2c1,-1,/,9,4.1,-1.1,/,1,-2,-6

Reprinted from the part before: two entries, then new ones.
Molecule,D2 PAM,D2 antagonist,TRHR enhancer,TRHR agonist,D2 agonist,RXFP1 antag,D1 ag,D1 potentiator,D1 antag
CCn1cnc2scc(-c3ccc(C)c(C)c3)c2c1=O,15,17,7,-2.6,-2.8,2,3,-1,5
COc1ccc2oc(-c3ccc(C)c(NC(=O)c4ccc(-c5ccccc5[N+](=O)[O-])o4)c3)nc2c1,-1,/,9,4.1,-1.1,/,1,-2,-6
CCc1cccc2c(C(=O)C(NC(C)CC)c3ccccc3)c[nH]c12 (centres undefined),-2,-6,5,4.2,2.3,-29,24,-11,-7
CC(=O)Nc1cccc(NC(=O)CSc2ncc(C(=O)Nc3ccccc3)c(=O)n2C)c1,-10,2,4,0.7,0.7,-19,3,-5,-4
CCOC(=O)C(C)Sc1ccc2nnc(CCNS(=O)(=O)c3ccc(C)cc3)n2n1 (centres undefined),7&-1,-3,-6&6,-0.6&-0.3,0.5&-0.3,-4&-24,0&0,-8&2,9&-3
Cc1nn(CCO)c(C)c1Oc1ccccc1O,1,-2,7,0.1,0.6,-6,3,3,-3
Cc1cccc(OCc2nnc(NC(=O)c3cccs3)s2)c1,-3,-7,6,0.7,-1.0,-8,1,-4,-6
Cc1noc(C)c1CSCC(=O)Nc1nc2ccc(Oc3ccccc3)cc2s1,-9,7,-6,0.3,-0.7,-14,4,-2,3
CC(NC(=O)CNC(=O)c1ccccc1F)c1ccc(-n2ccnc2)cc1 (centres undefined),-1,-4,4,0.7,1.6,2,2,7,20
CCc1ccc(Nc2nnc(SCC(=O)Nc3cccnc3Cl)s2)cc1,-1,-2,2,-0.6,-0.2,/,3,2,-5
Cc1ccn2c(=O)c(C(=O)NCCc3ccccc3)c(O)nc2c1,10,/,1,-0.3,-0.4,/,-1,2,-6
Cc1ccccc1N=CC1=C(O)c2ccccc2C1=O,3,8,-5,-0.3,-0.1,-9,-1,4,-11
CCn1c(SCC(=O)N2CCCCCC2)nc2c(c1=O)SCC2,10,7,2,-0.5,1.8,-2,0,-4,-12
COc1cc(C2NC(=S)NC(c3ccccc3)=C2C(C)=O)cc(Cl)c1OCC(=O)O (centres undefined),27,-14,6,-0.5,0.0,3,1,-4,-10
CCN(CC(=O)Nc1c(F)cccc1F)C(=O)c1cc(S(=O)(=O)N2CCOCC2)ccc1N1CCCC1,11,-7,-10,-0.1,0.4,-6,0,-4,-8
[O-]/C(=C(\C(=S)NCc1ccccc1)[n+]1ccccc1)c1ccc(Cl)cc1,14,-6,1,0.2,2.2,-24,0,6,4
O=C(NCc1ccccc1)C(=O)NCC1CCCN1S(=O)(=O)c1cccs1 (centres undefined),-6,-5,22,0.1,-0.4,8,1,3,5
O=C1C=C(c2cccc3c2sc2ccccc23)C[C@@H](c2ccc(Cl)cc2)C1,33*,11,11,0.6,-0.6,/,1,5,29
CC1CCC(NC(=O)C2CCN(C(=O)NC3CCCCC3)CC2)CC1 (centres undefined),-12,-5,-5,1.0,-0.1,/,1,2,-5
CCC(C)NC(=O)C(NS(=O)(=O)c1cccc2nsnc12)c1ccccc1 (centres undefined),-4,6,-2,-0.6,0.3,-6,3,0,18
CCOC(=O)[C@@H]1[C@H]2COc3ccccc3[C@H]2N2C(=O)N(c3ccc(C)cc3)C(=O)[C@]12C,5,2,-1,-0.2,-0.7,/,3,-2,-23
CCCCNC(=O)NS(=O)(=O)c1ccc(C(=O)OC)o1,5,-11,6,-0.8,-2.6,-9,1,3,-5
CSCCC(NS(=O)(=O)c1ccc2c(c1)oc(=O)n2C)C(=O)NCc1ccccc1 (centres undefined),9&0,-7,-1&8,-0.4&0.1,0.0&0.0,-2,0&-1,2&-3,0&-2
O=C(CSc1ccccc1C(=O)O)NC1CCCCCC1,-3,-4,-2,0.1,0.4,-4,2,-5,-39*
Nc1nnc(Cc2ccc(Cl)cc2Cl)s1,6,1,2,-0.3,0.5,6,0,-7,-2
CC(C)(Cc1ccc(O)cc1)NC(=O)CC(=O)N/N=C/c1ccc(Cl)cc1,1,-27,-2,0.1,-0.1,1,1,0,-8
CN1CCN(/N=C/c2ccc(Br)cc2)CC1,-9,/,-5,0.5,/,4,13,-8,-33*

Sorted by the number under TRHR enhancer (largest number first): some entries from above.
Compound	TRHR enhancer
O=C(NCc1ccccc1)C(=O)NCC1CCCN1S(=O)(=O)c1cccs1 (centres undefined)	22
Cc1cccc(OCc2nnc(NC(=O)c3cccs3)s2)c1	6
CCc1cccc2c(C(=O)C(NC(C)CC)c3ccccc3)c[nH]c12 (centres undefined)	5
CCn1c(SCC(=O)N2CCCCCC2)nc2c(c1=O)SCC2	2
CC(C)(Cc1ccc(O)cc1)NC(=O)CC(=O)N/N=C/c1ccc(Cl)cc1	-2

(list continues)
Molecule,D2 PAM,D2 antagonist,TRHR enhancer,TRHR agonist,D2 agonist,RXFP1 antag,D1 ag,D1 potentiator,D1 antag
Cc1ccc(S(=O)(=O)NC(CC(C)C)C(=O)Nc2nccs2)cc1 (centres undefined),-4,2,1,-0.1,-0.7,-6,0,-7,-13
COc1ccc(/C=N/Nc2nn3cnnc3c3ccccc23)cc1,1,-10,4,-0.7,-1.6,29,0,-10,11
CN(Cc1ccon1)C(=O)CC1C(=O)NCCN1Cc1ccccc1C(F)(F)F (centres undefined),-5,7,2,-0.1,0.8,14,0,1,-12
O=C(NCCc1ccccc1)C(=O)NCC1OCCN1S(=O)(=O)c1ccccc1 (centres undefined),-3,-1,2,-0.5,3.5,-17,4,2,8
Cc1cc(NC(=O)COC(=O)c2ccc(S(=O)(=O)N3CCCC3)cc2)no1,6,-10,6,-0.1,0.3,-1,1,3,6
Cc1ccc(NC2=C(NC(=O)c3ccccc3)C(=O)c3ccccc3C2=O)cc1Cl,2,14,-5,0.2,-2.2,/,1,8,2
O=C(NCCSCc1ccccc1)c1ccc(Cl)c(S(=O)(=O)N2CCOCC2)c1,6,-13,5,-0.4,-1.1,-8,5,0,27
CC(Oc1ccccc1)C(=O)N1CCN=C1SCc1ccccc1F (centres undefined),/,/,1,-0.1,/,-14,16,-6,-3
CCOC(=O)c1cccc(Nc2cc(C)nc(C)n2)c1,-5,/,-4,-0.3,-0.1,-17,-1,-2,-7
COc1ccc(S(=O)(=O)Nc2ccccc2OC)cc1C,-2,-20,15,0.0,0.3,-4,3,-5,-3
O=C(/C=C/c1ccc(Cl)cc1Cl)n1cccn1,4,-3,-2,0.3,1.2,-5,2,-3,5
